# Source: PubChem BioAssay (National Center for Advancing Translational Sciences (NCATS))
# SNCA expr inhib: inhibitors of alpha-synuclein (SNCA) gene expression; HEK-293 SNCA-luciferase knock-in, luminescence, 24 h; Potency, µM (titrated, usually from 57.2 µM), without a hit: at the highest dose activity change, negative = inhibition, most hits filed as inhibitors; 0.17% of 140,000 active; AID 1671194;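 further: potency means the concentration at half of the fitted maximal effect; plate controls were DMSO cells for no effect and cell-free wells for full effect; nearly all actives have a fitted effect of over 45% in size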
# Luciferase inh: blocks purified firefly luciferase enzyme activity | P08659 | Potency, µM (highest dose often 115 µM), for inactives: at the highest dose activity change, negative = inhibition, actives largely listed as inhibitors | 2.5% of 76,000 active | purified P. pyralis luciferase, luminescence, biochemical; further: potency means the concentration at half of the fitted maximal effect; nearly all actives have a fitted effect of over 65% in size
# Target sequence (P08659 whole entry, looked up): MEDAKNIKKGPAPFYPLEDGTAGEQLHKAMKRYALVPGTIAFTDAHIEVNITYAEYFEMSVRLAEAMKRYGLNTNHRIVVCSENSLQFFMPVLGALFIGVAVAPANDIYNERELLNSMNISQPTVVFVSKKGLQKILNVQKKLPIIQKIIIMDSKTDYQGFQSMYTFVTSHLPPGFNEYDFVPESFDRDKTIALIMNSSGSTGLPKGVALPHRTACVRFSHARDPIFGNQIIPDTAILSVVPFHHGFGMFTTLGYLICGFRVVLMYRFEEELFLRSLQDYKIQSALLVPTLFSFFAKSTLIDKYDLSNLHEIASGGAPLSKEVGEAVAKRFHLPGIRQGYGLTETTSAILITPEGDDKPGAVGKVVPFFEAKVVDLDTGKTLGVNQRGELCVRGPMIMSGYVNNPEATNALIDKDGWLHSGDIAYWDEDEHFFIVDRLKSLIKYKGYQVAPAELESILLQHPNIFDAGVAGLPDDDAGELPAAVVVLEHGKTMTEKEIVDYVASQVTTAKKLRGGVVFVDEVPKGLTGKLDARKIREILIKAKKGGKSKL
#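 Cell-free enzyme assay, 10nM P. pyralis luciferase, luciferin and ATP each at 10uM. Inhibition profiled over a 6-point titration, read as luminescence.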
# SNCA viab count: counter-screen for SNCA expression inhibitors: cell viability; HEK-293-SNCA-luc viability, GF-AFC fluorescence, 24 h; Potency, µM (highest dose often 57.1 µM), for inactives: at the top dose activity change, negative = cytotoxicity, actives largely listed as cytotoxic; 0.12% of 150,000 active;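 further: potency means the concentration at half of the fitted maximal effect; 0% = DMSO-treated cells and -100% = medium-only wells without cells; nearly all actives have a fitted effect of over 30% in size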
#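 Cytotoxicity counterscreen: after 24 h compound treatment of genome-edited SNCA-luciferase HEK-293 cells, live-cell protease substrate GF-AFC read by fluorescence after 30 min; activity scaled between DMSO (0%) and medium-only (-100%), curves Hill-fitted.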
# IP6K1 inh: inhibitors of human IP6K1; Q92551; IP6K1 kinase, ADP-Glo luminescence, 2 h; hits give low values; activity change, % (series mostly up to about 58 µM); 0.81% of 140,000 active; in the data active means activity change below about -25%
# Target sequence (Q92551 whole entry, looked up): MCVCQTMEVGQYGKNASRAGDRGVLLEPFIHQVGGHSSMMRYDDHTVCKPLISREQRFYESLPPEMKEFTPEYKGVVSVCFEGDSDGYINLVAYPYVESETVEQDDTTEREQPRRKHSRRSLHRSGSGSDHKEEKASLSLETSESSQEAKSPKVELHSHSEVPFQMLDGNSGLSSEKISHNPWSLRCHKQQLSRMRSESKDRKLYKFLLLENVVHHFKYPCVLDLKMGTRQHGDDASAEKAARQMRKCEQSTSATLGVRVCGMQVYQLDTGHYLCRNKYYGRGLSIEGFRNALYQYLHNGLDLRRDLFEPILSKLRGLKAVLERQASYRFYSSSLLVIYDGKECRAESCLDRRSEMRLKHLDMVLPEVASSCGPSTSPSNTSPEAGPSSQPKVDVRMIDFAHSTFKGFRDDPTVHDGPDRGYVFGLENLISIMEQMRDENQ
#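 ADP-Glo luminescence measures ADP made by human IP6K1 during a 2 h RT reaction with ATP/IP6 (mix at 1.3 mM/130 uM); top library doses 57.5 and 19.1 uM final.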
# 3T3 cytotox: NIH 3T3 cell cytotoxicity; NIH 3T3 viability, CellTiter-Glo ATP luminescence, 48-72 h; Potency, µM (doses to about 96.7 µM), for the others: top-dose activity change, negative = cytotoxicity, actives largely listed as inhibitors; 4.3% of 94,000 active; further: potency means the concentration at half of the fitted maximal effect; nearly all actives have a fitted effect of over 55% in size
#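 NIH 3T3 cells at 400 cells/well received 23 nL of compound by pintool and were incubated 48 or 72 h at 37 °C. Viability was read as ATP-coupled CellTiter-Glo luminescence.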
# HEK293 tox: HEK 293 cell cytotoxicity; HEK 293 viability, ATP luminescence (CellTiter-Glo), 48-72 h; Potency, µM (series often up to 115 µM), for the others: at the highest dose activity change, negative = cytotoxicity, actives largely listed as inhibitors; 6.6% of 94,000 active; further: potency means the concentration at half of the fitted maximal effect; nearly all actives have a fitted effect of over 60% in size
#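 Pintool-delivered compounds were incubated with HEK 293 cells (250 cells/well) at 37 degree Celsius for 48 or 72 hr. ATP-dependent luminescence (CellTiter-Glo) then reported remaining viable cells.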
# GPT2 inhibitor: inhibitors of human GPT2 alanine aminotransferase. AID 1671188. Q8TD30. Potency, µM (doses to about 57.7 µM), for inactives: at the highest dose activity change, negative = inhibition, actives largely listed as inhibitors. Recombinant GPT2, coupled pyruvate oxidase/HRP Amplex Red fluorescence. 0.25% of 100,000 active; further: potency means the concentration at half of the fitted maximal effect; nearly all actives have a fitted effect of over 60% in size; many of its hits are not listed in these tables
#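 Fluorescence read-out: pyruvate from GPT2 turnover coupled to pyruvate oxidase, HRP and Amplex Red (0.2mM ThPP, 0.2U/mL PO and HRP, 50uM Amplex final). Substrates 250uM a-KG, 2mM L-alanine; enzyme 10ng/uL; 30 min RT.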
# * marks the source's active call; other numbers are inactive results; i = inactive; ? = inconclusive; / = not tested or not shown; & = joins results of further samples; [ ] = remark or other dose. Unless noted, the call rests on the fitted dose curve; in most records, active means well fitted curve in the direction sought with a large enough effect; inconclusive means small, poorly fitted or top-dose-only effect, or another doubt; inactive means no such curve, though single readings can be large; an effect the other way counts as inactive or inconclusive. Unless noted, on the % scale 0 is the no-effect control and ±100 the full control effect. Hits appear at their usual frequency; about 7.8% have a hit in one of these screens.
no.	structure	SNCA expr inhib	Luciferase inh	SNCA viab count	IP6K1 inh	3T3 cytotox	HEK293 tox	GPT2 inhibitor
1	COc1ccccc1NC(=O)Cn1c(=O)n(-c2ccccc2Cl)c(=O)c2sc3ccccc3c21	11%	/	?	7	/	/	/
2	CN(C)CCOC(=O)COc1ccc(Cl)cc1	-5%	/	6%	-4	/	/	1%&1%
3	O=C(Cc1c[nH]c2ncc(-c3ccccc3)cc12)NCc1ccncc1	7%[87.6 µM]	-12%[172 µM]	2%[87.6 µM]	-15	28µM*	?	1%[88.5 µM]
4	CC(=O)N1CCN(C(=O)c2nc3sccn3c2-c2cccnc2)CC1	1%	/	13%	3	-11%	4%	i
5	COc1cccc(CN2CCC3(CC2)NC(=O)c2ccccc2O3)c1	-7%	8%	7%	10	-20%	-18%	0%
6	COc1cccc(Nc2cccc(CN3CCCC(C)(NC(C)=O)C3)c2)c1 (configuration not stated)	1%[87.6 µM]	-4%[172 µM]	13%[87.6 µM]	5	?	?	2%[88.5 µM]
7	CCOCCc1nn2c(=O)cc(COC(=O)CNC(=O)c3cccc(C)c3)nc2s1	6%	/	2%	10	/	/	/
8	COc1ccc(F)cc1-c1cccc(C(=O)NCCNC(C)=O)c1	2%[87.6 µM]	/	0%[87.6 µM]	-5	?	-25%[172 µM]	2%[88.5 µM]
9	O=C1CCN(C(=O)Cn2c(=O)oc3ccccc32)CCCCCCN1	?	-4%	-22%	-8	-21%	-8%	-23%
10	OC[C@@H]1CNC[C@H]1C1CCN(Cc2ccc(F)c(F)c2)CC1	6%	-5%	0%[12.5 µM]	14	?	?	i
11	COc1ccc(-c2nccc3c(=O)cc(N4CCN(C)CC4)oc23)cn1	11%[87.6 µM]	1%[172 µM]	12%[87.6 µM]	-12	?	i	1%[88.5 µM]
12	COc1cc(-c2noc(-c3ccc(NCc4cccnc4)c([N+](=O)[O-])c3)n2)cc(OC)c1OC	25%	/	-4%	22	/	/	/
13	CNC(=O)c1ccc(Cn2ccn3nc4c(c3c2=O)CCCC4)cc1	12%	-4%	-3%	-10	?	-22%	0%
14	COc1ccccc1NC(=O)c1c(NC(=O)c2cccs2)sc2c1CCC(C(C)(C)C)C2 (configuration not stated)	2%	/	-19%	-14	/	/	/
15	FC(F)(F)c1ccc(CN2CCn3c(nnc3C3CCCNC3)C2)cc1 (configuration not stated)	?	-12%	-14%	1	-8%	?	-19%
16	O=C1C(N2CCN(S(=O)(=O)c3ccc(F)cc3F)CC2)CCN1Cc1ccccn1 (configuration not stated)	-10%	-5%	-11%	20	-23%	2%	?
17	COc1ccc(OC)c(CNC(=O)Cn2ncc3c([nH]c4ccc(C)cc43)c2=O)c1	14%	/	-5%	20	/	/	/
18	N#Cc1cccc(N2CCC3(CC(=O)NC3=O)C2)n1 (configuration not stated)	-28%	8%	4%	7	-10%	-23%	4%
19	O=C(Nc1ccc(F)cc1)C1CN(C2CCCCC2)C(=O)N1 (configuration not stated)	-3%[87.6 µM]	/	-3%[12.5 µM]	-1	-24%[138 µM]	?	0%[88.5 µM]
20	O=C(CC[C@H]1NC(=O)c2ccccc2NC1=O)Nc1nc(-c2ccccn2)cs1	5%	-6%	-1%	24	-3%	0%	i
21	COC1CN(C2CCN(C(=O)CCc3c[nH]c4ccccc34)CC2)C12CCOCC2 (configuration not stated)	-12%	5%	2%	2	1%	i	-6%
22	Cc1cc(Nc2ccccc2F)n2nc(-c3ccccc3)nc2n1	-21%	/	-17%	-3	/	/	/
23	Cc1ccc2c(c1)[C@@H]1[C@H](CO2)CN(CCC#N)C(=O)CCN1[S+](=O)([O-])c1ccccc1	/	/	/	-6	?	?	/
24	CCn1cc(S(=O)(=O)N2CCC(c3noc(-c4ccccc4)n3)C2)cn1 (configuration not stated)	-29%	-5%	-7%	9	?	?	i
25	COCCNC(=O)c1cccc(-c2ccc(OC)nn2)c1	/	/	/	6	-23%[138 µM]	-14%[172 µM]	/
26	CCc1nc(-c2c3n(c(=O)n(Cc4ccc(C)cc4C)c2=O)CCCC3)no1	8%	2%	-11%	11	-25%	-3%	i
27	CC(C)NC(=O)NCc1nnc2n1C(C(=O)N1CCN(c3ncccn3)CC1)CC2 (configuration not stated)	1%	/	4%	3	i	4%	-1%
28	N#Cc1ccc(C(=O)N2CCC(C(=O)N3CCCCCCNC(=O)CC3)CC2)cc1	-20%	-4%	1%	10	-21%	-11%	i
29	COc1ccc(C)cc1Nc1nc(-c2ccc(OC)c(OC)c2)no1	102%[activator]	?	-9%	1	?	?	2%
30	COc1cccc(CNC(=O)Cc2c(C)c3c(cc(C)c4c(C)coc43)oc2=O)c1	6%	/	0%	-7	/	/	/
31	Cc1ccc(-c2cc(C(=O)N3CCOCC3)nn3cnnc23)cc1	-8%[87.6 µM]	/	-7%[87.6 µM]	15	-17%[138 µM]	-6%[172 µM]	i
32	Cc1ccc(NC(=O)Cn2c(=O)oc3cc(S(=O)(=O)N4CCCCC4)ccc32)c(Cl)c1	-10%	/	18%	31	/	/	/
33	CCN1CCN(C(=O)c2cnn(-c3cccc(C)c3)c2C2CCN(C(=O)OC(C)(C)C)CC2)CC1	26%	/	4%	5	/	/	/
34	Cc1ccc(C(=O)Nc2cc(-c3nc4ncccc4o3)ccc2C)c(C)c1	11%	/	1%	-10	/	/	/
35	O=C(Cc1ccccc1F)NCCC1CCN(C(=O)Nc2cc(F)cc(F)c2)CC1	3%	4%	2%	-4	?	-14%	-22%
36	Cc1ccc2[nH]c(CSc3nnc(COc4ccccc4C)n3C)cc(=O)c2c1	-9%	/	-15%	0	/	/	/
37	Cc1ccccc1NC(=O)CS(=O)(=O)c1cccc2nsnc12	-5%	/	-9%	-1	/	/	/
38	COC[C@@H]1CN(C(=O)c2ccc(F)c(Cl)c2)C[C@H]1c1ccncc1	10%	1%	-10%	-7	-19%	i	-7%
39	COCCCn1c(=O)c(C(=O)N2CCN(C(=O)C3CCCC3)CC2)nc2cccnc21	3%	/	0%	13	-13%	2%	i
40	COc1ccc(-c2cnc3[nH]cc(CC(=O)N4CCN(c5ccccn5)CC4)c3c2)cc1	39%[activator][87.6 µM]	7.1µM*	-22%[87.6 µM]	-9	?	79µM*	-17%[88.5 µM]
41	COc1ccc(-c2nc(C(=O)Nc3cccc(C(C)=O)c3)nn2-c2ccccc2Cl)cc1	4%	/	-15%	10	/	/	/
42	COc1ccc(NC(=O)CCCSc2nc(-c3ccco3)cc(C(F)(F)F)n2)c(OC)c1	8%	/	-4%	-6	/	/	/
43	COCCCNC(=O)N1CCCC(c2nc(C(C)C)no2)CCNC(=O)CC1 (configuration not stated)	-27%	6%	1%	16	-3%	i	0%
44	CN1C[C@@H](NC(=O)c2ccc3c(c2)OCO3)C[C@H]1c1nc(-c2ccc3ccccc3c2)no1	-1%	3%	?	11	?	79µM*	-16%
45	CCNC(=O)OC1CN(C(=O)c2cc3ccccc3s2)CCC(=O)N(C)c2ccccc21 (configuration not stated)	-6%[25.6 µM]	/	-3%[23.9 µM]	-11	-18%[46.1 µM]	?	4%[27.3 µM]

# 5 records picked at random from those above, as already listed:
no.	structure	SNCA expr inhib	Luciferase inh	SNCA viab count	IP6K1 inh	3T3 cytotox	HEK293 tox	GPT2 inhibitor
34	Cc1ccc(C(=O)Nc2cc(-c3nc4ncccc4o3)ccc2C)c(C)c1	11%	/	1%	-10	/	/	/
14	COc1ccccc1NC(=O)c1c(NC(=O)c2cccs2)sc2c1CCC(C(C)(C)C)C2 (configuration not stated)	2%	/	-19%	-14	/	/	/
27	CC(C)NC(=O)NCc1nnc2n1C(C(=O)N1CCN(c3ncccn3)CC1)CC2 (configuration not stated)	1%	/	4%	3	i	4%	-1%
30	COc1cccc(CNC(=O)Cc2c(C)c3c(cc(C)c4c(C)coc43)oc2=O)c1	6%	/	0%	-7	/	/	/
28	N#Cc1ccc(C(=O)N2CCC(C(=O)N3CCCCCCNC(=O)CC3)CC2)cc1	-20%	-4%	1%	10	-21%	-11%	i

# Additional records:
no.	structure	SNCA expr inhib	Luciferase inh	SNCA viab count	IP6K1 inh	3T3 cytotox	HEK293 tox	GPT2 inhibitor
46	O=C(Nc1cccc(C(F)(F)F)c1)c1nc2c(o1)CCN(Cc1cccc(F)c1)CC2	-37%[87.6 µM]	?	0%[87.6 µM]	22	?	50µM*	-2%[88.5 µM]
47	CN(C)c1cccc(Oc2nnnn2[C@H]2CO[C@H]3[C@@H]2OC[C@@H]3NC(=O)c2cncnc2)c1	?	11%	2%	14	-18%	-15%	0%
48	O=S(=O)(NC[C@H]1O[C@@H](CO)[C@@H](O)[C@H]1N1CCOCC1)c1ccc(Cl)cc1	-20%	-13%	0%	16	1%	-1%	-4%
49	COCCn1ncc(N2CCCC(CC(=O)NCc3ccccc3OC)C2)cc1=O (configuration not stated)	6%	-5%	6%	29	0%	2%	i
50	O=C(CN1CCCCC1)NC1CC(=O)N(Cc2cccc3ccccc23)C1 (configuration not stated)	0%	6%	8%	6	0%	3%	-7%
51	Cc1cc(C)c(CNC(=O)c2nc(-c3cccc(O)c3)cc3c2ccn3C)c(=O)[nH]1	3%[87.6 µM]	-3%[172 µM]	-29%[87.6 µM]	14	25µM*	?	-7%[88.5 µM]
52	CCNC(=O)N[C@H]1CO[C@H]2[C@@H]1OC[C@@H]2n1cc(CN(C)Cc2ccccc2)nn1	21%[87.6 µM]	-13%[172 µM]	1%[87.6 µM]	-4	1%[174 µM]	5%[172 µM]	-1%[88.5 µM]
53	COc1ccc(O[C@H]2COCCN(Cc3cccc(OC)c3)C2)cc1	8%[87.6 µM]	-10%[172 µM]	-1%[87.6 µM]	3	-9%[138 µM]	-17%[172 µM]	-5%[88.5 µM]
54	Cn1cnnc1CC1CCCN(C(=O)c2ccsc2)C1 (configuration not stated)	6%	-3%	4%	26	-9%	0%	i
55	CCN(C(=O)C(NS(=O)(=O)c1ccc(Br)s1)c1ccccc1)c1ccc(C)c(C)c1 (configuration not stated)	?	/	-20%	-2	/	/	/
56	Cc1ccc(CC(=O)N2CCCC(c3noc(COc4ccccc4)n3)C2)cc1 (configuration not stated)	-4%	-5%	19%[12.5 µM]	-9	?	?	-4%
57	O=C(NCCNC(=O)c1ccc(-c2cncnc2)cc1)NC1CCCC1	/	/	/	-8	-4%	4%	/
58	Cc1c(C(=O)Oc2ccc(Br)cc2)sc2ncn(Cc3ccccc3F)c(=O)c12	41%	/	-8%	-5	/	/	/
59	Cc1ncc2c(c1CNC(=O)C1CCc3ccccc3C1)CCNC2 (configuration not stated)	?	-9%	-5%	-4	i	i	?
60	Cn1cccc1CN1CCCC2(C1)C(=NC1CCCC1)NC(=O)N2c1cccnc1 (configuration not stated)	-3%	/	8%	-5	?	i	-4%
